TDP1 cell CPT: growth inhibition of DT40 Tdp1-/-;hTDP1 cells with camptothecin (screen for TDP1 inhibitors); chicken DT40 Tdp1-/-;hTDP1 cells + 20 nM CPT, ATP luminescence, 48 h; Potency, µM (doses to about 46.2 µM), inactives show top-dose activity change, negative = growth inhibition, actives largely listed as inhibitors; actives 12% (n = 420,000); AID 686979; further: nearly all actives have a fitted effect of over 55% in size
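Chicken DT40 Tdp1-/- cells complemented with human TDP1, 400 cells/well, exposed to compounds plus 20 nM camptothecin for at least 48 h at 37 C; viability read as ATP content by CellTiter-Glo luminescence.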
TDP1 block: TDP1 (human) enzyme inhibition | Q9NUW8 | recombinant TDP1, AlphaScreen DNA substrate cleavage | Potency, µM (series often up to 130 µM), for inactives: at the top dose activity change, negative = inhibition, most hits filed as inhibitors | actives 0.28% (n = 350,000) | AID 485290; further: nearly all actives have a fitted effect of over 40% in size
Target sequence (Q9NUW8 whole entry, looked up): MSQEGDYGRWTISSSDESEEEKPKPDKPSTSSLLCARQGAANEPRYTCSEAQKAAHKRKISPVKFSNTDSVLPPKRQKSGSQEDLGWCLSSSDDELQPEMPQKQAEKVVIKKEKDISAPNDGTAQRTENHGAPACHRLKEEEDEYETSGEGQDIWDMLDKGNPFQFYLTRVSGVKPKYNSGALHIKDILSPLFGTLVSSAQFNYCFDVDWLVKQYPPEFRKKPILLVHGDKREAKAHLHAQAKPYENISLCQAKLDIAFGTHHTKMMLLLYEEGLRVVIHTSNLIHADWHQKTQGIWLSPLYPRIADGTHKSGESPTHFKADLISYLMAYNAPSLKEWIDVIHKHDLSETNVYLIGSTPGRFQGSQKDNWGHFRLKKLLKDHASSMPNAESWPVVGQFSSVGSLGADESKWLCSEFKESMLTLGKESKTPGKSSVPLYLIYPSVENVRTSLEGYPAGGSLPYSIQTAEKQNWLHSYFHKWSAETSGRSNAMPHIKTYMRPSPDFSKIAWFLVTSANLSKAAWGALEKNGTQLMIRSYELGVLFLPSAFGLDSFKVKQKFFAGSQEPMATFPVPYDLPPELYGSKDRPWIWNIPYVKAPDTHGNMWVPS
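Here, a 5' biotin and 3' phosphotyrosine-FITC DNA oligonucleotide reports Tdp1 activity: intact substrate bridges AlphaScreen beads, while cleavage leaves a 3' phosphate and drops signal. All incubations at room temperature.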
* hit, by the source's call; ? = inconclusive; nt = not tested or not shown; & = joins results of further samples; [ ] = another dose, or the depositor's remark. The call rests on the fitted dose curve; in most records, active means well fitted curve in the direction sought with a large enough effect; inconclusive means small, poorly fitted or top-dose-only effect, or another doubt; inactive means no such curve, though single readings can be large; an effect the other way counts as inactive or inconclusive. On the % scale 0 is the no-effect control and ±100 the full control effect; potency means the concentration at half of the fitted maximal effect. Some of the compounds tested, so the mix of outcomes need not match the whole.

(1) COc1cc([C@@H]2c3cc4c(cc3[C@@H](O)C3COC(=O)C32)OCO4)cc(OC)c1O (some centres undefined)
(2) CC(C)CC(C)Nc1ccc(Nc2ccccc2)cc1 (centres undefined)
(3) CN1[C@@H]2CC[C@H]1CC(O)C2 (some centres undefined)
(4) COP(=O)(OC)O/C(=C\Cl)c1cc(Cl)c(Cl)cc1Cl
(5) ClCc1ccccc1
(6) NCCNC[C@@H](N)CCCN=C(N)N[N+](=O)[O-]
compound no.	1	2	3	4	5	6
TDP1 cell CPT	nt	nt	nt	nt	nt	nt
TDP1 block	0%	25%	4%[56.1 µM]	9%	10%	19%

(7) S=P(c1ccccc1)(c1ccccc1)c1cnc2ccccn12
(8) O=C1NC(=O)N(c2ccccc2)C(=O)/C1=C/c1ccc2c(c1)Cc1ccccc1-2
(9) c1ccc(-c2[nH]c[n+](CC3CO3)c2-c2ccccc2)cc1 (centres undefined)
(10) O=NN(c1ccccc1)c1ccccc1
(11) CC1CC[C@@]2(NC1)OC1CC3C4CC[C@@H]5CC(O)CC[C@@]5(C)C4CC[C@]3(C)C1C2C (some centres undefined)
(12) CCc1ccc(C(=O)NN(C(=O)c2cc(C)cc(C)c2)C(C)(C)C)cc1
compound no.	7	8	9	10	11	12
TDP1 cell CPT	nt	nt	nt	nt	nt	nt
TDP1 block	2%	-10%	8%	9%	8%	7%

(13) CC1OC(OC2C(O)CC(OC3C(O)CC(OC4CCC5(C)C(CCC6C5CCC5(C)C(C7=CC(=O)OC7)CCC65O)C4)OC3C)OC2C)CC(O)C1O (centres undefined)
(14) ClC(Cl)c1ccccc1
(15) CCC#N
(16) CN1CCc2cc3c(cc2[C@@H]1[C@@H]1OC(=O)c2c1ccc1c2OCO1)OCO3
(17) O=C(Nc1cccc(Cl)c1)c1c(O)c2c(n(Cc3ccccc3)c1=O)CCCC2
(18) O=C=NCCCCN=C=O
compound no.	13	14	15	16	17	18
TDP1 cell CPT	nt	nt	nt	nt	nt	nt
TDP1 block	2%	13%	12%	16%[21 µM]	-3%	6%

(19) CCCCC#N
(20) Clc1cccc(Cl)c1
(21) CS(=N)(=O)CC[C@H](N)C(=O)O (some centres undefined)
(22) CC(C)OC(=O)C(O)(c1ccc(Cl)cc1)c1ccc(Cl)cc1
(23) c1ccc2c(c1)CCCC2
(24) CCN(CC)C(=O)N[C@@H]1C[C@H]2c3cccc4[nH]cc(c34)C[C@@H]2N(C)C1
compound no.	19	20	21	22	23	24
TDP1 cell CPT	nt	nt	nt	nt	nt	nt
TDP1 block	16%	12%	5%	11%	11%	10%&16%[21 µM]

Part of the list above in order of molar mass, highest first:
(13) CC1OC(OC2C(O)CC(OC3C(O)CC(OC4CCC5(C)C(CCC6C5CCC5(C)C(C7=CC(=O)OC7)CCC65O)C4)OC3C)OC2C)CC(O)C1O (centres undefined)
(17) O=C(Nc1cccc(Cl)c1)c1c(O)c2c(n(Cc3ccccc3)c1=O)CCCC2
(16) CN1CCc2cc3c(cc2[C@@H]1[C@@H]1OC(=O)c2c1ccc1c2OCO1)OCO3
(12) CCc1ccc(C(=O)NN(C(=O)c2cc(C)cc(C)c2)C(C)(C)C)cc1
(24) CCN(CC)C(=O)N[C@@H]1C[C@H]2c3cccc4[nH]cc(c34)C[C@@H]2N(C)C1
(22) CC(C)OC(=O)C(O)(c1ccc(Cl)cc1)c1ccc(Cl)cc1
(9) c1ccc(-c2[nH]c[n+](CC3CO3)c2-c2ccccc2)cc1 (centres undefined)
(10) O=NN(c1ccccc1)c1ccccc1
compound no.	13	17	16	12	24	22	9	10
TDP1 cell CPT	nt	nt	nt	nt	nt	nt	nt	nt
TDP1 block	2%	-3%	16%[21 µM]	7%	10%&16%[21 µM]	11%	8%	9%

(14) ClC(Cl)c1ccccc1
(20) Clc1cccc(Cl)c1
(23) c1ccc2c(c1)CCCC2
(19) CCCCC#N
(15) CCC#N
compound no.	14	20	23	19	15
TDP1 cell CPT	nt	nt	nt	nt	nt
TDP1 block	13%	12%	11%	16%	12%

Next section.
(25) CC(C)(O/N=C(\C(=O)N[C@@H]1C(=O)N2C(C(=O)[O-])=C(C[n+]3ccccc3)CS[C@@H]12)c1csc(N)n1)C(=O)O
(26) Oc1cc(Cl)ccc1Cl
(27) CC1=C[C@H]2[C@]3(O)C(C=C(CO)C[C@]2(O)C1=O)[C@@H]1C(C)(C)[C@]1(O)[C@H](O)[C@H]3C (some centres undefined)
(28) COC(=O)[C@H]1C[C@H]2CC[C@H](O)C[C@H]2N1CC1CC1
(29) O=c1[nH]c(=O)n(-c2ccccc2)c(O)c1C=NC12CN3CN(CN(C3)C1)C2
(30) CC(=O)NBr
compound no.	25	26	27	28	29	30
TDP1 cell CPT	nt	nt	nt	nt	nt	nt
TDP1 block	13µM*	16%	6%	2%	-1%	-10%[56.1 µM]

(31) CCCc1cc2c(n1CCO)C(C)C1CN(C(=O)c3ccccc3)C(C)(C(=O)OC)C21 (centres undefined)
(32) S=P(c1ccccc1)(c1ccccc1)c1c[nH]c2ccccc12
(33) CN[C@@H](C)[C@H]1CC[C@@H](N)[C@@H](O[C@@H]2[C@@H](O)[C@@H](O[C@H]3OC[C@@](C)(O)[C@@H](NC)[C@@H]3O)[C@H](N)C[C@@H]2N)O1 (tested in a mixture with another compound)
(34) CN(C)C(=O)Cl
(35) CN(N=O)c1cc(O)ccc1O
(36) Clc1c(Cl)c(Cl)c(Cl)c(Cl)c1Cl
compound no.	31	32	33	34	35	36
TDP1 cell CPT	nt	nt	nt	nt	nt	nt
TDP1 block	9%	0%	9%[56.1 µM]	-3%	?	3%

(37) NC(Cn1ccc(=O)[nH]c1=O)C(=O)O (centres undefined)
(38) CCOc1cncc(/C=C/CCNC)c1
(39) OC12C3C4CC5C6C4C1C6C(C53)N2CCc1cccc(F)c1 (centres undefined)
(40) O=C1NC(=O)c2c1c1c3ccccc3n3c1c1c2c2ccccc2n1C1CCC3O1
(41) CC(C)(C)C(=O)NC1CCSC1=O (centres undefined)
(42) CC(C)Oc1cc(-n2nc(C(C)(C)C)oc2=O)c(Cl)cc1Cl
compound no.	37	38	39	40	41	42
TDP1 cell CPT	nt	nt	nt	nt	nt	nt
TDP1 block	6%	3%	4%	0%	1%	28%

(43) CCCN1CCC[C@@H]2Cc3cn[nH]c3C[C@H]21
(44) C=C(C)C1CCC(C)=CC1c1c(OC)cc(C)cc1OC (centres undefined)
(45) C=CC(C)=O
(46) CCCCCc1cc(O)c2c(c1)OC(C)(C)[C@@H]1CCC(C(=O)O)=C[C@H]21
(47) COC(=O)C1=C(c2cc3ccccc3s2)C[C@@H]2CC[C@H]1N2C(=O)NCc1ccc(F)cc1
(48) COC(=O)C1=C(c2ccccc2)C[C@@H]2CC[C@H]1N2C(=O)NC1CC1
(49) COC(=O)C1=C(c2cc3ccccc3s2)C[C@@H]2CC[C@H]1N2C(=O)NC(C)C
compound no.	43	44	45	46	47	48	49
TDP1 cell CPT	nt	nt	nt	nt	?	-12%	23µM*
TDP1 block	2%	?	1%	8%&4%	nt	nt	nt

Screens (PubChem BioAssay)
